LYP phosphatase = PTPN22 lymphoid phosphatase activity blockers – biochemical, fluorescence intensity, uHTS (AID 1779). recombinant LYP phosphatase, fluorescence intensity; higher % means a stronger effect. hit rate 0.054% among 290,000. inhibition, % at 11.5 µM; hits with a dose series show IC50 in µM;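 also: plate controls were vehicle with enzyme for no effect and no enzyme for full effect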
TNAP activators = stimulation of alkaline phosphatase TNAP activity – biochemical, luminescent, no phosphate acceptor, uHTS, primary screen (AID 1001). purified TNAP, luminescent activation assay, no phosphate acceptor; higher activation fold means a stronger effect. activation fold at 20 µM; hits with a dose series show EC50 in µM. hit rate 0.03% among 200,000; in the data active = activation fold from about 3, or a potency from the dose series; inactive = the rest, 99 in 100 with activation fold below about 1.6; also: many of its hits are not listed in these tables
NOD1 NF-kB reporter = inhibition of NOD1-driven NF-kB reporter – cell-based, luminescence, uHTS, primary screen (AID 1578); inhibition, % at 4 µM, or EC50 in µM where a hit was titrated; hit rate 1% among 290,000; NOD1-driven NF-kB luciferase reporter cells, luminescence; higher % means a stronger effect; in the data active = inhibition mostly above about 36%, no sharp cut-off; inactive = mostly below about 34%;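 also: HEK-293T reporter cells stimulated with the NOD1 agonist gamma-tri-DAP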
KOR beta-arrestin-1 = kappa opioid receptor blockers – cell-based, luminescence, uHTS (AID 1778) | inhibition, % at 10 µM; hits with a dose series show IC50 in µM | KOR beta-arrestin recruitment, luminescence, antagonist mode; higher % means a stronger effect | hit rate 0.091% among 290,000; also: strong numbers were not always called active
HEK293 NOD2/NF-kB = NOD2 signaling inhibitors, cell-based, luminescence, uHTS, HEK293 (AID 1566) | hit rate 0.63% among 290,000 | HEK293 NOD2/NF-kB luciferase reporter, luminescence; higher % means a stronger effect | one-dose inhibition, % at 4 µM; EC50 in µM for titrated hits; also: many of its hits are not listed in these tables
KOR beta-arrestin-2 = kappa opioid receptor activators – cell-based, luminescence, uHTS, primary screen (AID 1777); KOR beta-arrestin recruitment, luminescence; higher % means a stronger effect; activation, % at 10 µM, or EC50 in µM where a hit was titrated; hit rate 0.02% among 280,000; in the data active = activation above about 50%, passing the limit was not always enough; also: a part of the inactive calls stands beside numbers as strong as those of hits
PMI inhibitors = MPI enzyme activity inhibition – biochemical, fluorescence intensity, coupled assay, primary screen (AID 1209) | purified PMI enzyme, coupled fluorescence intensity; higher % means a stronger effect | inhibition, % at 20 µM, or IC50 in µM where a hit was titrated | hit rate 0.42% among 190,000;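 also: plate controls were DMSO vehicle for no effect and wells lacking substrate for full effect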
XIAP antagonists = small molecules displacing peptide from XIAP – biochemical, IAP family, fluorescence polarization (AID 1018); XIAP BIR domain, fluorescence polarization peptide displacement; higher % means a stronger effect; one-dose displacement, % at 20 µM; IC50 in µM for titrated hits; hit rate 0.007% among 200,000; in the data active = displacement above about 50%; also: a part of the inactive calls stands beside numbers as strong as those of hits
PMI inhibition = human PMI inhibitors, high substrate, primary screen, biochemical, fluorescence intensity, high mannose 6-phosphate (AID 1220). recombinant PMI enzyme, coupled fluorescence intensity; higher % means a stronger effect. one-dose inhibition, % at 20 µM; IC50 in µM for titrated hits. hit rate 0.66% among 190,000
* = called active by the depositor; x = no result given; [ ] = dose if it differs, or a comment. Rule as the data show it, unless noted: active = inhibition above about 50%; inactive = the rest.

Second line of a record – LYP phosphatase	TNAP activators	NOD1 NF-kB reporter	KOR beta-arrestin-1	HEK293 NOD2/NF-kB	KOR beta-arrestin-2	PMI inhibitors	XIAP antagonists	PMI inhibition
O=C(COC(=O)C1(c2ccc(Cl)cc2)CCCC1)NCc1ccco1
    0%	1.1	-17%	8%	1%	-3.9%	7%	-3.0%	10%
Cc1[nH]c2ccccc2c1-c1csc(NC(=O)CN2CCOCC2)n1
    1%	1.1	-30%	-24%	-2%	4.3%	-4%	-7.2%	13%
Cc1ccc(-n2[nH]c(C)c(/C=N/c3ccccn3)c2=O)cc1
    -2%	1.1	-27%	7%	13%	-1.2%	7%	-4.4%	11%
Cc1ccccc1Cc1n[nH]c(=S)n1N
    -1%	1	-8%	-17%	1%	1.1%	-26%	-2.5%	-37%
COc1cc(C(=O)OCC(=O)c2c[nH]c3ccccc23)ccc1OCC(=O)N1CCOCC1
    2%	1.1	-23%	19%	3%	0.4%	0%	-10%	2%
OC(CNCCc1ccc(Cl)cc1Cl)COc1ccccc1 (configuration not stated)
    -6%	x	-10%	2%	6%	-2.9%	x	x	x
O=c1c2cccc(Cl)c2nc2n1Cc1ccccc1-2
    -4%	x	-13%	-4%	-71%	1.1%	x	x	x
Cc1ccc(C(=O)NCCCN2CCOCC2)c(C)c1
    -10%	x	-33%	7%	7%	-0.3%	x	x	x
CCn1cc(C(=O)O)c(=O)c2cnc(N3CCN(C(=S)Nc4ccccc4Cl)CC3)nc21
    -2%	x	10%	10%	25%	-1.4%	x	x	x
O=C(O)/C=C\c1ccccc1Oc1ccc(F)cc1
    -13%	1.1	-22%	2%	-8%	-4.4%	-17%	-5.8%	-7%

Continued, overlapping the part above by three compounds.
Second line of a record – LYP phosphatase	TNAP activators	NOD1 NF-kB reporter	KOR beta-arrestin-1	HEK293 NOD2/NF-kB	KOR beta-arrestin-2	PMI inhibitors	XIAP antagonists	PMI inhibition
Cc1ccc(C(=O)NCCCN2CCOCC2)c(C)c1
    -10%	x	-33%	7%	7%	-0.3%	x	x	x
CCn1cc(C(=O)O)c(=O)c2cnc(N3CCN(C(=S)Nc4ccccc4Cl)CC3)nc21
    -2%	x	10%	10%	25%	-1.4%	x	x	x
O=C(O)/C=C\c1ccccc1Oc1ccc(F)cc1
    -13%	1.1	-22%	2%	-8%	-4.4%	-17%	-5.8%	-7%
Fc1ccc2c(c1)/C(=N/Nc1ccccn1)CCS2
    4%	1.1	-38%	13%	0%	-2.5%	-10%	-3.5%	-5%
CN(C)CCNC(=O)C(=O)NCC(c1ccc2c(c1)OCO2)N1CCN(c2ccc(F)cc2)CC1 (configuration not stated)
    -7%	x	-16%	-45%	6%	-5.6%	x	x	x
Cc1cccc2sc(N(CCCN(C)C)C(=O)COc3ccc(Cl)cc3)nc12
    -8%	1.1	-19%	-12%	12%	-4.0%	-7%	-6.5%	0%
C=CCNC(=S)NNC(=O)c1csc(C)c1C
    -1%	2.5	-18%	29%	-25%	4.7%	-2%	0.2%	-16%
CCOC(=O)CCC(NC(=O)CCCCC(=O)NC(CCC(=O)OCC)C(=O)OCC)C(=O)OCC (configuration not stated)
    -4%	1.1	-35%	2%	16%	-4.7%	11%	-7.6%	2%
CCOC(=O)COc1cc2oc(=O)cc(C)c2cc1[N+](=O)[O-]
    0%	1	-47%	16%	-3%	7.9%	4%	-4.8%	9%
O=C(COC(=O)/C=C/c1cnc2ccccc2n1)NCC(F)(F)F
    -9%	1.1	48%	-24%	7%	3.4%	1%	-4.5%	-8%
O=C(COC(=O)c1cc(-c2cccc3ccccc23)nc2ccccc12)NC1CCS(=O)(=O)C1 (configuration not stated)
    -4%	1	1%	-13%	18%	-4.7%	-8%	-7.2%	16%
COc1ccc(OCc2n[nH]c(=S)n2N)cc1
    -6%	1.1	-22%	6%	-1%	-2.6%	81%*	-4.1%	21µM*
COc1ccc(NC(=O)c2ccc(COCC(F)(F)C(F)F)cc2)cc1
    -2%	1.1	27%	-28%	0%	-1.0%	7%	-3.4%	6%
COC(=O)C1=C(N)c2ccccc2C1(C#N)c1ccccc1 (configuration not stated)
    -2%	1	-1%	-22%	-9%	9.2%	-6%	-1.6%	-6%
O=C(O)CCc1ccc(-c2ccc(Cl)cc2)o1
    -2%	1	0%	15%	-4%	-6.6%	-2%	-4.1%	-15%
Cc1ccc(-c2nn(CCC(N)=O)c(=O)c3ccccc23)cc1
    0%	x	2%	5%	-7%	0.6%	x	x	x
CCCCNC(=S)NCc1ccc2[nH]c(C)cc2c1
    4%	1	-37%	9%	0%	0.2%	2%	-12%	-2%
CCOc1ccccc1OCC(=O)O
    -8%	1.1	18%	-46%	2%	-3.4%	-9%	-6.6%	-17%
O=S(=O)(/N=C(/NS(=O)(=O)c1ccccc1)c1ccccc1)c1ccccc1
    -4%	1	-33%	-5%	17%	4.0%	-6%	-4.8%	-13%
COCc1cc(C)nc(SCc2ccccc2Cl)c1C#N
    -2%	x	-1%	6%	6%	-0.6%	x	x	x
O=C(Nc1nnc(SCc2ccccc2)s1)c1cc2c(s1)CCCC2
    6%	1	-87%	-5%	-20%	2.4%	2%	-4.8%	2%
O=C(O)c1cn(Cc2cccnc2)c(=O)c2ccccc12
    -1%	1.1	-25%	-6%	14%	6.3%	1%	0.1%	2%
CC(C)C(NC(N)=O)C(=O)NC1CCCCC1 (configuration not stated)
    0%	1	-13%	1%	15%	8.7%	-16%	-10%	-13%
CCOC(=O)c1c(C)oc2c1c(C(c1ccncc1)N1CCOCC1)c(O)c1ccccc12 (configuration not stated)
    2%	1.1	24%	-10%	6%	-2.4%	21%	-4.1%	11%
CC1CCCN(c2ccc(F)cc2N)C1 (configuration not stated)
    -7%	1.1	-20%	-27%	0%	2.3%	-29%	-5.3%	11%
O=C(c1ccc(F)cc1)C1CCN(C(=O)c2ccccc2)CC1
    -11%	x	-2%	-58%[20 µM]	17%	-1.7%	x	x	x
COc1cccc(N2CCN(C(=O)c3ccc(CS(=O)Cc4ccccc4Cl)o3)CC2)c1 (configuration not stated)
    -10%	x	2%	-16%	26%	6.2%	x	x	x
CSc1cccc(NC(=S)NC(=O)CCc2ccccc2)c1
    -3%	x	-31%	-4%	-7%	2.9%	x	x	x
COc1ccc(-c2csc(-c3[nH]cnc3N)n2)cc1
    -4%	1.2	-36%	-22%	10%	-1.9%	-46%	-2.2%	-48%
Cc1ccc(-n2[nH]c(C)c(C=Nc3ccc(S(=O)(=O)Nc4nccs4)cc3)c2=O)cc1C
    7%	1.7	-21%	-2%	0%	2.9%	13%	1.2%	-2%
Cc1c(C(=O)Nc2ccccc2F)sc2ncn(CC(=O)N3CCCCC3)c(=O)c12
    -5%	x	-15%	-11%	-5%	-2.2%	x	x	x
CC(C)(C)NNC(=S)Nc1cccc(C(F)(F)F)c1
    -7%	x	-2%	12%	12%	0.5%	x	x	x
CN(C(=O)CN1C(=O)/C(=C/c2ccccc2Cl)SC1=S)C1CCS(=O)(=O)C1 (configuration not stated)
    -6%	x	-1%	-24%	3%	1.3%	x	x	x
CCc1sc(C(=O)NCc2cc(C)n(C)n2)cc1Br
    -2%	1	-17%	12%	8%	5.8%	12%	-3.5%	9%
COC(=O)[C@@]1(Cc2ccc(OC)cc2)[C@@H]2C(=CC(=O)[C@H]2CC(=O)C(=O)N2CCCC2)CN1C(=O)c1ccccc1
    0%	1.1	31%	24%	-31%	-2.3%	1%	-13%	2%
Cc1ncc(CO)c2cc(C(=O)Nc3ccccc3Cl)c(=Nc3cccc(C(N)=O)c3)oc12
    -10%	x	-7%	-8%	38%	-1.7%	x	x	x
NC(=O)c1ncc(C(F)(F)F)cc1Oc1cccc(C(F)(F)F)c1
    -4%	1	12%	5%	-2%	6.3%	3%	-6.9%	0%
CSc1nsc(SC)c1C(=O)NCCNS(=O)(=O)c1ccc(C)cc1
    -4%	1.1	2%	20%	15%	-2.3%	3%	1.2%	-52%
CC(=O)NS(=O)(=O)c1ccc(NC(=O)CSc2ccc(C)cc2)cc1
    3%	1	-31%	-4%[20 µM]	-8%	4.3%	-16%	-1.7%	12%
COc1ccc(CCNCCN2CCOCC2)cc1
    -10%	x	3%	-16%[20 µM]	-15%	5.9%	x	x	x
COc1ccccc1OC(C)C(=O)N1CC(=O)Nc2ccccc21 (configuration not stated)
    -9%	x	-26%	-73%	1%	2.2%	x	x	x
CC1SC(C)C(=O)N(CC(=O)NC2CCCCC2)C1=O (configuration not stated)
    2%	1	-42%	-12%	-18%	2.9%	-16%	-6.2%	-13%
O=C(C1CC(=O)N(c2ccccc2)C1)N1CCN(c2ccccc2)CC1 (configuration not stated)
    -8%	x	-20%	-9%	1%	-1.1%	x	x	x
O=C1c2ccccc2S(=O)(=O)c2cc(C(=O)N(c3ccccn3)c3ccccn3)ccc21
    -6%	1.1	-20%	-8%	0%	-1.9%	9%	-4.6%	0%
CCOC(=O)NC(Nc1sc2c(c1C(N)=O)CCCC2)(C(=O)OCC)C(F)(F)F (configuration not stated)
    -8%	1	6%	2%	9%	-3.1%	2%	-2.9%	30%
O=C(NCc1ccc(F)cc1)C1CC(=O)N(CCc2ccccc2)C1 (configuration not stated)
    -6%	1.1	2%	5%	4%	-2.1%	0%	-4.6%	-6%
CCCCOC(=O)CSc1nnc(-c2ccc(Cl)cc2Cl)o1
    -6%	1	5%	-36%	1%	4.4%	1%	-3.2%	4%
Cc1ccc(OCc2nc(C#N)c(N3CCCCC3)o2)cc1
    -7%	x	-1%	24%	2%	-1.8%	x	x	x
S=C(Nc1ccc(-c2nc3ccccc3[nH]2)cc1)Nc1cccnc1
    -10%	x	-3%	-10%	-25%	2.5%	x	x	x
Clc1ccc(-n2nnc(-c3cccnc3Cl)n2)cn1
    -7%	1	-12%	14%	-39%	-1.6%	9%	-3.5%	11%
O=C1CCC2CCCCC2(O)O1 (configuration not stated)
    -2%	1.1	-5%	-1%	0%	-1.1%	9%	-3.6%	2%
CC(Sc1nc(-c2ccccc2)cs1)C(=O)Nc1ccc(Cl)cn1 (configuration not stated)
    4%	1.1	6%	6%	0%	-1.2%	16%	-5.1%	20%
C=CCN(CC=C)S(=O)(=O)c1ccc2nc(NC(=O)C3CCCO3)sc2c1 (configuration not stated)
    8%	1.2	-11%	-9%	-6%	6.7%	-4%	-2.0%	3%

Continuation:
Second line of a record – LYP phosphatase	TNAP activators	NOD1 NF-kB reporter	KOR beta-arrestin-1	HEK293 NOD2/NF-kB	KOR beta-arrestin-2	PMI inhibitors	XIAP antagonists	PMI inhibition
CC1=CC2=NC(=O)CC(C)(C(=O)N(CC(=O)NC(C)C)C3CCCC3)N2C=C1 (configuration not stated)
    -5%	1	-25%	-13%[20 µM]	-20%	x	0%	15%	-4%
O=S(=O)(c1ccc(Cl)cc1)c1cc(O)ccc1O
    -7%	x	11%	25%	8%	-2.2%	x	x	x
CC(C)Oc1ccc(Cn2c(=O)sc3ccccc32)cc1
    -1%	1.1	-30%	3%	17%	-4.9%	14%	-2.3%	14%
CC(c1ccccc1)N1C(=O)c2cccnc2C1=O (configuration not stated)
    -5%	x	-32%	-47%[20 µM]	4%	2.1%	x	x	x
O=C(CNC1=NCCC1)c1ccc(Cl)cc1
    -5%	1	-12%	0%	-1%	1.1%	-3%	0.7%	39%
O=C(CSc1ccc(-c2ccccn2)nn1)c1ccc(F)cc1
    -2%	1.2	-28%	-12%	-45%	-6.1%	62%*	-3.5%	x

Bioassay records deposited in PubChem BioAssay by Sanford-Burnham Center for Chemical Genomics.

Only part of the results is shown; the hit share may differ from the screen's.
